GLP1R ag – GLP-1 receptor (human) agonism. HEK293 GLP-1R CRE-luciferase, luminescence, 4-6 h; cells express a hypersensitive GLP-1R form. actives 0.007% (n = 380,000). Potency, µM (doses to about 45.6 µM), for inactives: top-dose activation, most hits filed as activators. P43220; note: potency is the fitted concentration of half-maximal effect; % of control where 0% means no effect
PLK1 PBD inh – PLK1 (human) polo-box domain binding inhibition; P53350; Plk1 PBD binding of FITC phosphopeptide, fluorescence polarization; Potency, µM, without a hit: max response, negative = inhibition, usual class: inhibitors; actives 2.8% (n = 360,000); AID 720504; note: potency is the fitted concentration of half-maximal effect; series mostly up to about 57 µM; % is set by controls: 0 for no effect and ±100 for the full control effect; nearly all actives have a fitted effect of over 65% in size
D3 ag – agonists of human D3 dopamine receptor; P35462; D3R DiscoveRx beta-arrestin cells, luminescence, 90 min; max activation, %; actives 0.58% (n = 410,000); AID 652048; in the data active = max activation above about 30%; note: 0% is about no effect; mostly tested at two doses, the higher about 12 µM
Target sequence (P35462 whole entry, looked up): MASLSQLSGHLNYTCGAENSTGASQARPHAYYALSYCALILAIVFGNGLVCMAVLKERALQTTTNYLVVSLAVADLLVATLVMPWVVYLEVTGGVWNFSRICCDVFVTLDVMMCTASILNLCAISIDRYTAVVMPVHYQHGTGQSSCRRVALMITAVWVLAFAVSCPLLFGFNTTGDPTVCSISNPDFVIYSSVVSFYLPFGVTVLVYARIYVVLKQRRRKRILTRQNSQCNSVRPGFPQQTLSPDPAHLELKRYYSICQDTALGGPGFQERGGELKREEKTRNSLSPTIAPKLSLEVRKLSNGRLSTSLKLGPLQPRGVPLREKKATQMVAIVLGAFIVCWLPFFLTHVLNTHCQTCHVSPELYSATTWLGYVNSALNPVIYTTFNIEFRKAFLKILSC
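Agonist mode: compounds and dopamine controls were applied to plated cells for 90 min at 37 degrees C after an overnight attachment at 1500 cells/well. Luminescent read-out followed 30 - 60 minutes at room temperature with DiscoveRx detection reagent.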
WRN inhibitor – blocks human WRN helicase | Potency, µM (titrated, usually from 114 µM), without a hit: at the top dose activity change, negative = inhibition, most hits filed as inhibitors | actives 0.46% (n = 360,000) | WRN helicase unwinding, fluorescent forked duplex, kinetic | AID 651768 | Q14191; note: potency is the fitted concentration of half-maximal effect; % is set by controls: 0 for no effect and ±100 for the full control effect; nearly all actives have a fitted effect of over 55% in size
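WRN at 20 nM final was preincubated with compound for 15 min at room temperature; reaction started with 100 nM forked duplex oligonucleotide carrying fluorophore and quencher plus 2 mM ATP (final). Unwinding followed kinetically by red fluorescence (ex 525/em 598 nm).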
PI5P4K alpha inh – PI5P4K alpha (human) kinase inhibition. PI5P4Kalpha enzyme, ADP-Glo luminescence, 60 min; hits give low values. max response, %. actives 1.2% (n = 330,000). AID 652105; active = max response of -50% or lower; inconclusive = between -30% and -50%; inactive = -30% or higher; note: value at the top dose of about 77 µM; % is set by controls: 0 for no effect and ±100 for the full control effect
Target sequence (P48426 whole entry, looked up): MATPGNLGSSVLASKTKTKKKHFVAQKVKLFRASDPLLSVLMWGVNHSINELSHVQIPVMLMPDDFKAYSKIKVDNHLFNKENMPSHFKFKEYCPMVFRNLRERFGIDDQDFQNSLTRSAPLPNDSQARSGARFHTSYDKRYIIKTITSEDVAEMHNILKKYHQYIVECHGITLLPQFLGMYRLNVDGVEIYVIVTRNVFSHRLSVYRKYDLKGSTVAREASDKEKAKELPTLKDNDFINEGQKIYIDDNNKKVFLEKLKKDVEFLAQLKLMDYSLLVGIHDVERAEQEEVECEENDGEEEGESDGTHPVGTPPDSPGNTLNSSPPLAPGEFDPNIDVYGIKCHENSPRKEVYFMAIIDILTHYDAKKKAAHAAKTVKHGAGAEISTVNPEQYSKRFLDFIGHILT
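ADP-Glo luminescence end-point read after a 60 min room-temperature kinase reaction of PI5P4Kalpha plus substrate, initiated with ATP at 5 microM final. Buffer: 0.038 M HEPES pH 7.4, EGTA, 0.1% CHAPS, 5% DMSO.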
GLP1R cytotox – cytotoxicity counter-screen for GLP-1 receptor inverse agonists; Potency, µM (titrated, usually from 38.3 µM), for inactives: at the highest dose activity change, negative = inhibition, actives largely listed as inhibitors; HEK293 cAMP-luciferase reporter cells, luminescence, 24 h; AID 624418; actives 0.13% (n = 410,000);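 note: loss of luciferase light is scored as toxicity; potency is the fitted concentration of half-maximal effect; % is set by controls: 0 for no effect and ±100 for the full control effect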
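Cells in DMEM/10% Nu serum/1% pen-strep, 1536-well format. Pre-incubated 12 h, dosed with 23 nL compound, incubated a further 24 h. Luciferase detection, 12 min at room temp, luminescence.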
IL2 activator – IL-2 activation; IL-2 activation reporter assay, cell-based qHTS; stimulated with anti-CD3/CD4/CD28 beads; in transgenic mouse T cells; actives 0.065% (n = 360,000); activation, % (series mostly up to about 46 µM); AID 652025; in the data active = activation above about 50%; inconclusive = mostly about 30% to 49%; note: 0% is about no effect
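Readout: EGFP and DsRed signals by fluorescent plate cytometry. Unstimulated transgenic mouse T cells received compound 60 min before antibody-bead stimulation, then incubated 18 h at 37 degrees C.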
GLP-1R inv ag – acts as inverse agonist at human GLP-1 receptor; P43220; HEK293 GLP-1R CRE-luciferase, luminescence, 24 h; GLP-1R form is constitutively active; Potency, µM (top dose mostly 38.3 µM), without a hit: at the top dose activity change, negative = inhibition, hits mostly inhibitors; actives 1.6% (n = 410,000); AID 624417; note: potency is the fitted concentration of half-maximal effect; % is set by controls: 0 for no effect and ±100 for the full control effect; nearly all actives have a fitted effect of over 55% in size
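Stable HEK293 clone (constitutively active GLP-1R + cAMP-response luciferase); 200 cells/uL plated, 12 h pre-culture, compound 24 hr, 37 deg C/5% CO2; detection reagent 12 min RT; luminescence.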
DRD3 antagonist – blocks the human D3 dopamine receptor | AID 652054 | P35462 | D3R cells, DiscoveRx beta-arrestin luminescence, antagonist mode; hits give low values | max response, negative = inhibition, % | actives 2.5% (n = 360,000); in the data active = max response below about -50%; inconclusive = no clear call, values can overlap the other calls; note: % is set by controls: 0 for no effect and ±100 for the full control effect; mostly tested at two doses, the higher about 12 µM
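Cells expressing the human receptor were seeded at 1500 cells/well, incubated overnight at 37 degrees C in 5% CO2, then exposed to library compounds with dopamine controls for 90 minutes at 37 degrees C before luminescent detection.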
Starred values were filed as active, the others as inactive; ? = inconclusive; · = not tested or not shown; [ ] = dose if it differs, or a comment. Unless noted, calls come from the whole dose curve; as a rule, active = well fitted curve in the direction sought with a large enough effect; inconclusive = small, poorly fitted or top-dose-only effect, or another doubt; inactive = no such curve, though single readings can be large; an effect the other way counts as inactive or inconclusive.

SMILES	GLP1R ag	PLK1 PBD inh	D3 ag	WRN inhibitor	PI5P4K alpha inh	GLP1R cytotox	IL2 activator	GLP-1R inv ag	DRD3 antagonist
CCc1ccc(C(O)c2ncc(-c3cccc(C(F)(F)F)c3)[nH]2)cc1 (stereo not given)	1%	0%	-7	-1%[57.1 µM]	18	-4%	-0.9	?	-23
Cc1ccccc1-n1ncc(C(C)NS(=O)(=O)c2ccccc2Cl)c1C (stereo not given)	7%	-8%	2	-1%	6	-13%	-1.8	-11%	7
COc1ccccc1N1CCN(S(=O)(=O)CC23CCC(CC2=O)C3(C)C)CC1 (stereo not given)	-5%	0%	5	0%	·	-4%	1.4	0%	9
Cc1ccc(NC(=O)CN2CCCCCC2)c(Br)c1	3%	0%	-5	-6%	17	-6%	-0.2	?	2
O=[N+]([O-])c1c(C(Cl)Cl)nn(-c2ccc(Cl)cc2)c1N1CCCCC1	1%	-18%	-18	1%	7	2%	0.0	?	-27
CCc1ccc(OCC(=O)NC(NC(=S)Nc2ccc(Cl)cc2)C(Cl)(Cl)Cl)cc1 (stereo not given)	-36%[inhibitor]	-4%	2	3%	0	?	-0.8	?	-24
COCc1c(Br)c(C)nc2sc3c(=O)[nH]nnc3c12	10%	?	9	-8%	-19	-2%	0.0	4%	-4
O=C(COC(=O)c1ccccc1NCCO)NCC1CCCCC1	6%	-5%	-6	-1%	-1	4%	0.6	15%	0
COc1ccc(CNc2nc3ccccc3n2CCN2CCCCC2)c(OC)c1	-2%	-4%	-15	-7%	15	?	-0.2	?	?
CC(C)(CNC(=O)c1cccc(S(=O)(=O)Nc2ccc(SC(F)F)cc2)c1)N1CCOCC1	-3%	13µM*	20	0%	8	4%	0.7	-5%	0
CCCOc1ccc(C(=O)NNC(=S)NC(=O)c2ccccc2)cc1	-1%	-21%	0	5%	2	-22%	0.4	?	-7
CCOc1ccc(S(=O)(=O)N(C)C2CCCCC2)cc1	9%	3%	-11	9%	0	13%	-5.3	?	4
CC(C)(C(=O)N1CCC1(C)C(=O)Nc1ccccc1Br)c1ccccc1 (stereo not given)	-4%	2%	0	7%[57.1 µM]	15	5%	-0.6	?	6
CC(=O)c1cccc(S(=O)(=O)N(Cc2cc3cc4c(cc3[nH]c2=O)OCCO4)CC2CCCO2)c1 (stereo not given)	0%	-1%	10	-2%	·	2%	-1.0	-1%	4
CCOCCCNS(=O)(=O)c1ccc(NC(=O)C2CC(=O)N(c3ccc(C)cc3)C2)cc1 (stereo not given)	10%	-9%	-2	-4%	1	-3%	-0.7	?	6
CCOC(=O)C1C(=O)OC(C)(C)C1C(CC)C(=O)c1c(C)cc(C)cc1C (stereo not given)	13%	-2%	1	-1%	7	-3%	0.3	?	0
CC(=O)Nc1ccc(C(=O)n2nc(C)cc2C)cc1	8%	-2%	14	-14%	·	-3%	-2.7	4%	-20
CCOC(=O)CC(NC(=O)CCc1c(C)nc2nc(C)nn2c1C)c1ccc(OC(C)C)cc1 (stereo not given)	5%	7%	-9	1%	1	-9%	-1.5	-5%	0
Cc1ccc(NC(=O)C(C)NC(=O)OCc2ccccc2)cc1C (stereo not given)	9%	-6%	3	0%	-1	-1%	1.3	?	-2
O=C1C(=C(I)I)c2ccccc2-c2ccccc21	-32%[inhibitor]	4.7µM*	-35	?	5	-23%	-7.1	-77%	-100*
COc1cccc(-c2cc(C(=O)NCCCn3ccnc3)c3ccccc3n2)c1	13%	-1%	1	25%	-6	-16%	0.5	1%	7
CC1CCN(C(=O)CSc2n[nH]c(-c3cccs3)n2)CC1	7%	-3%	-6	-5%	-3	3%	-1.9	22%	14
Cc1cccc(C)c1OCC(=O)N/N=C/c1cccnc1	10%	-16%	2	2%	16	13µM*	-2.2	-29%	7
COC(=O)c1ccc(N)cc1O	4%	-13%	-1	-13%	3	73%[activator]	1.8	11%	6
CCN1CCCc2cc(CN(CCN3CCOCC3)C(=S)Nc3ccc(OC)c(OC)c3)ccc21	6%	-6%	0	-3%	0	5%	0.0	-5%	2
O=C(NCCc1ccc(F)cc1)c1n[nH]c2ccccc12	21%	-9%	2	-4%	0	-20%	0.6	?	-15
N/C(Cc1ccc([N+](=O)[O-])cc1)=N\OC(=O)c1ccc2ccccc2c1	1%	-4%	4	-10%	0	-29%	-0.6	?	?
COc1ccc(C(C)=O)cc1Cn1c(C)c(C(=O)NCc2ccc(C(F)(F)F)cc2)sc1=O	14%	-6%	3	5%[57.1 µM]	1	-2%	-0.3	-20%	12
Cc1ccccc1-c1cnn(-c2cccc([N+](=O)[O-])c2)c1N	14%	-1%	1	5%	-5	8%	-0.6	?	9
Cc1ccc(S(=O)(=O)N(CC2CO2)c2ccccc2[N+](=O)[O-])cc1 (stereo not given)	11%	-4%	-3	4%	2	-15%	-0.4	-20%	-5
CSCCC(NS(=O)(=O)c1ccc(C)cc1C)C(=O)Nc1cccnc1 (stereo not given)	16%	3%	2	-5%	5	1%	1.1	-7%	13
Cc1ccc2c(c1)COc1c3ccc(C(=O)NCCO)cc3nn1-2	10%	3%	2	3%	-8	3%	1.4	14%	0
COC(=O)c1cccnc1Oc1ccccc1	9%	-4%	-4	12%	6	0%	1.6	37%[activator]	-9
CCOC(=O)c1cc(CC)sc1NC(=O)CCC(=O)O	-7%	-14%	-3	-27%[57.1 µM]	-8	18%	-1.7	-5%	-14
CSc1ccc(Cl)c(C(=O)NCC(C)C)c1	0%	-14%	2	-5%	·	-12%	-0.6	0%	-17
Cc1ccc(NC(=S)N/N=C/c2cccn2Cc2ccccc2F)cc1	15%	-22%	8	-11%	4	91%[activator]	-0.6	7%	-53*
C=CCn1c(N2CCCC2)nc2c1c(=O)[nH]c(=O)n2C	4%	1%	-2	-4%	·	5%	1.4	37%[activator]	3
CCOC(=O)CNc1cccc(C(F)(F)F)c1	-4%	1%	-8	0%	7	-3%	0.1	35%[activator]	-5
CNC(=S)N(Cc1ccc(OC)cc1)Cc1cc2cccc(C)c2[nH]c1=O	5%	13µM*	-1	-18%[57.1 µM]	-20	-4%	0.2	?	-16
Cc1ccc(C(C(=O)NC(C)(C)C)N(Cc2ccccc2)C(=O)c2snc(C(N)=O)c2N)o1 (stereo not given)	10%	-1%	10	-21%[57.1 µM]	0	-2%	-2.5	-3%	11
S=C(Nc1ccc(Cl)cc1)Nc1cccc2cnccc12	2%	-9%	-14	-18%	-20	3%	-6.0	?	?
Fc1ccc(-c2nc3c(-c4ccc(Cl)cc4)cnn3cc2CCN2CCOCC2)cc1	2%	4%	0	-18%	5	-2%[7.66 µM]	-0.8	-12%[7.66 µM]	-1
CC(OC(=O)c1ccccc1)C(=O)NCc1ccco1 (stereo not given)	7%	-3%	4	-15%	-3	3%	0.2	-4%	5
CCc1cc2cc(C)ccc2nc1SCC(=O)Nc1cc(C)on1	-1%	-8%	-1	5%	·	6%	-1.4	8%	19
Cc1cc(N)n(-c2nc(-c3cccnc3)nc3ccccc23)n1	?	-3%	5	-9%	0	0%	-0.1	-13%	46
COc1ccc(CNC(=S)NNC(=O)c2cc3ccccc3o2)cc1	6%	-25%	1	-3%	-1	-1%	0.9	4%	2
Nc1ccc2nc(C3CCCCC3)[nH]c2c1	10%	0%	-12	-7%	-4	14%	2.3	34%[activator]	3
NC(=O)C1CCN(CC(=O)N2N=CCC2c2ccccc2)CC1 (stereo not given)	12%	1%	1	6%	-2	2%	0.2	6%	8
C/C=C(/C)C(=O)Nc1cccc(C2=NOC3(C2)C[C@@H](C(N)=O)N(C(=O)C2(C)CC2)C3)c1 (stereo not given in full)	-5%	-6%	-22	-3%	-2	-1%	0.8	4%	0
O=C(O)COc1ccccc1/C=N/NC(=O)CN1CCN(Cc2ccccc2Cl)CC1	-1%	-7%	0	-1%	8	-5%	0.2	12%	1
Cc1[nH]c(C)c(S(=O)(=O)N(Cc2ccccc2)C(C)C)c1C(=O)N1CCCC1	-1%	-11%	2	6%	1	4%	0.2	6%	5
O=C(CN1C(=O)COc2ccc(S(=O)(=O)N3CCCCCC3)cc21)N1CCN(c2cccc(C(F)(F)F)c2)CC1	7%	·	-6	·	·	16%	·	12%	·
Nc1cc2c(cc1N)-c1ccccc1C2	16%	-12%	1	-11%	2	-19%	-0.6	?	-1
CCOc1ccc(S(=O)(=O)Nc2ccccc2C(=O)N/N=C/c2c(OC)ccc3ccccc23)cc1	-23%	-7%	0	-10%	-2	5%	-1.4	-18%	-12
COc1ccc(CN2CCN(Cc3ccc(OC)c(OC)c3OC)CC2)cc1	7%	6%	-30	-15%	-7	4%	-1.3	-24%	-14
Cc1cccc(N2CC(C(=O)OCC(=O)Nc3sccc3C(N)=O)CC2=O)c1C (stereo not given)	1%	9%	2	-5%	-2	-12%	-1.0	6%	10
CCc1nc2ccc(C(=O)NCCOc3ccc(OC)cc3)cn2c1N(C)C(=O)C1CCCCC1	10%	-5%	-4	-7%	-1	2%	0.4	18%	-24
O=C(CN1C(=O)C2C3C=CC(C3)C2C1=O)Nc1cccc2c1CCCC2 (stereo not given)	-1%	-10%	-6	-2%	-4	1%	-0.3	?	-26
COC(=O)c1ccc(NC(=O)CCc2c(C)nc3c(-c4ccccc4)c(C)nn3c2C)cc1	-1%	·	10	·	·	-12%	·	?	·
CN1Cc2c(N3CCOCC3)nc3sc(C(=O)c4ccccc4)c(N)c3c2CC1(C)C	10%	-11%	-18	-2%	-3	-10%	-3.5	?	-21

Part of the list above in order of number of heavy atoms, smallest number first:
SMILES	GLP1R ag	PLK1 PBD inh	D3 ag	WRN inhibitor	PI5P4K alpha inh	GLP1R cytotox	IL2 activator	GLP-1R inv ag	DRD3 antagonist
Cc1cccc(N2CC(C(=O)OCC(=O)Nc3sccc3C(N)=O)CC2=O)c1C (stereo not given)	1%	9%	2	-5%	-2	-12%	-1.0	6%	10
CN1Cc2c(N3CCOCC3)nc3sc(C(=O)c4ccccc4)c(N)c3c2CC1(C)C	10%	-11%	-18	-2%	-3	-10%	-3.5	?	-21
COC(=O)c1ccc(NC(=O)CCc2c(C)nc3c(-c4ccccc4)c(C)nn3c2C)cc1	-1%	·	10	·	·	-12%	·	?	·

Bioassay records from PubChem BioAssay.
